# ssDAF12 agonist: S. stercoralis DAF-12 nuclear receptor activators, primary screen, cell-based, luminescence, HEK293, GRIP1 co-expression, lit1-tk-luc. Nuclear hormone receptor DAF-12 (Strongyloides stercoralis). HEK293 ssDAF-12/GRIP1 lit1-tk-luc reporter; % of 3 µM dafachronic acid response. activation, % at 6.8 µM. 370,000 compounds, 1% hits. AID 652126, 2013;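 active = activation above the mean over all tested compounds plus 3 SD, cut at about 0.9% in these data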;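 also: 0% = DMSO-only wells and 100% = 3 µM delta7-dafachronic acid wells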
# PG9 Ab binder: binders of HIV-1 gp120 antibody PG9, primary screen, biochemical, TR-FRET | 360,000 compounds, 0.43% hits | TR-FRET gp120-PG9 antibody binding | HIV-1 gp120 / PG9 antibody interaction | inhibition, % at 6.7 µM; in the data active = inhibition above about 8.5%
# ADAM10 inh: human ADAM10 inhibitors, primary screen, biochemical, QFRET, HTS. Disintegrin and metalloproteinase domain-containing protein 10 (Homo sapiens), O14672. recombinant ADAM10, EDANS/DABCYL FRET peptide cleavage, 3 h. inhibition, % at 7 µM. 370,000 compounds, 0.62% hits. AID 720582, 2013;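 active = inhibition above a per-campaign cutoff equal to the mean of compounds falling between control-based bounds plus 3 SD, cut at about 20% in these data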;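 also: 0% = DMSO wells while the 100% control is not disclosed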
# Target sequence (O14672 214-748 limits assumed): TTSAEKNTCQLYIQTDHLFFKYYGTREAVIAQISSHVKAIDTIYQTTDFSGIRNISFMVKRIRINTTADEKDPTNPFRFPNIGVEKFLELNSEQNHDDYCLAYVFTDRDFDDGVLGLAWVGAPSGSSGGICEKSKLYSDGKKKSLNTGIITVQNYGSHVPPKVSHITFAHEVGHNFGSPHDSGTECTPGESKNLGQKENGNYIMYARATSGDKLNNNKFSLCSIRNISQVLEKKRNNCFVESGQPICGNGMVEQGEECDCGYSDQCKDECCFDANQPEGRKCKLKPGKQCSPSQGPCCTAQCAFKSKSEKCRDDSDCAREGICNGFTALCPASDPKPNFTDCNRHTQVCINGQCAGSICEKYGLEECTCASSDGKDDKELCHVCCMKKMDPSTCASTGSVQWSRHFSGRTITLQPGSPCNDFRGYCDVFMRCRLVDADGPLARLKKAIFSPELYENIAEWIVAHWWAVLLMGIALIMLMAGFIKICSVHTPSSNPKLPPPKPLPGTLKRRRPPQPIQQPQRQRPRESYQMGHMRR
# ADAM17 inh: ADAM17 inhibitors, primary screen, biochemical, QFRET | Disintegrin and metalloproteinase domain-containing protein 17 (Homo sapiens), P78536 | recombinant ADAM17, EDANS/DABCYL FRET peptide cleavage | inhibition, % at 6.95 µM | 370,000 compounds, 0.83% hits;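 active = inhibition above the mean of compounds lying between control limits plus 3 SD, set per campaign, cut at about 8.5% in these data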;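 also: 0% = DMSO-only wells as the low control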
# hcDAF-12 act: H. contortus DAF-12 nuclear receptor activators, primary screen, cell-based, luminescence, HEK293, lit1-tk-luc reporter. 370,000 compounds, 1.4% hits. activation, % at 6.8 µM. AID 652067, 2013. HEK293 hcDAF-12 lit1-tk-luc reporter; 0% DMSO, 100% Δ7-dafachronic acid;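 active = activation above the mean of all tested compounds plus 3 SD, cut at about 5.5% in these data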;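 also: 100% = response to 3 µM Δ7-dafachronic acid high control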
# hgDAF-12 ag: H. glycines DAF-12 receptor agonists, primary screen, cell-based, luminescence, HEK293, GAL4 fusion, UAS-luciferase; 370,000 compounds, 1.8% hits; activation, % at 6.8 µM; Nuclear hormone receptor DAF-12 (Heterodera glycines), GAL4 fusion; HEK293 GAL4-hgDAF12 UAS-luciferase reporter, agonist luminescence; normalized to butyrate control;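 active = activation above a cutoff set at the mean of all screened compounds plus 3 SD, cut at about 10% in these data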;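 also: 0% = DMSO wells and 100% = sodium butyrate wells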
# DAX1 inh-1: DAX1 (NR0B1) inhibitors on StAR promoter, primary screen, cell-based, luminescence, SF-1 (NR5A1), full-length DAX-1 | inhibition, % at 6.8 µM | 370,000 compounds, 1.1% hits | AID 652010, 2013 | HEK293T StAR-luciferase reporter, SF-1/DAX-1 repression relief;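 active = inhibition above the mean over all tested compounds plus 3 SD, cut at about 3.6% in these data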;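 also: 0% = DAX-1 cells with DMSO and 100% = cells lacking DAX-1 with DMSO; higher inhibition means more luminescence from relief of DAX-1 repression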
# SMARCA2 act: SMARCA2 (BRM) function activators, primary screen, cell-based, luminescence, high throughput; activation, % at 9.1 µM; MG213 cells, MMTV-luciferase reporter, dexamethasone, overnight; AID 652017, 2013; 370,000 compounds, 1% hits; in the data active = activation above about 7.8%;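 also: 0% = vehicle wells and 100% = reference activator wells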
# NPR1 activator: GC-A stimulated cGMP production enhancers – HEK293 GC-A cells, cGMP TR-FRET, EC30 ANP, primary screen. Atrial natriuretic peptide receptor 1 (Homo sapiens), P16066. activation, % at 10 µM. 0% at EC30 ANP, 100% saturating ANP. 370,000 compounds, 0.14% hits; in the data active = activation above about 40%
# GAA850 FXN act: FXN promoter activators, primary screen, cell-based, luciferase luminescence, HEK293 lucGAA850 | HEK293 lucGAA850 FXN promoter luciferase reporter, 24 h; percent of 10 µM SAHA response | activation, % at 6 µM | 360,000 compounds, 0.56% hits;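 active = activation above the average of all compounds screened plus 3 SD, cutoff fixed separately per campaign, cut at about 7.5% in these data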;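 also: 0% = DMSO wells and 100% = 10 µM SAHA wells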
# DAX1 inh-2: DAX1 (NR0B1) inhibitors, primary screen, cell-based, HEK293, Gal4-DAX1, luciferase luminescence; Nuclear receptor subfamily 0 group B member 1 (Homo sapiens), P51843; HEK293 Gal4-DAX1 luciferase reporter; inhibition, % at 6.75 µM; 340,000 compounds, 0.99% hits; AID 504766, 2011;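 active = inhibition above the mean over all tested compounds plus 3 SD, cut at about 4.2% in these data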;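 also: 0% = DAX1-transfected cells with DMSO and 100% = empty-vector control cells with DMSO; inhibition shows as a rise in luminescence from relieved DAX1 repression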
# Target sequence (P51843 207-470 limits assumed): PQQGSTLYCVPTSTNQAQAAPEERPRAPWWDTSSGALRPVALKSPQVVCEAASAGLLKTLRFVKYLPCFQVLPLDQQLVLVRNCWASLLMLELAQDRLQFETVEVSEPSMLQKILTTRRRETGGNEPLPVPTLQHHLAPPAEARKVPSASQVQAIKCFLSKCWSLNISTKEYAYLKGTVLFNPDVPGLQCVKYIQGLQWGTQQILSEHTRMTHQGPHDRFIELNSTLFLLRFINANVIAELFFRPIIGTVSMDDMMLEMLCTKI
# * hit, by the source's call; i = inactive; / = no result given. Compounds as they come (roughly 6.8% active in at least one column).
cpd	smiles	ADAM10 inh	ssDAF12 agonist	ADAM17 inh	DAX1 inh-2	GAA850 FXN act	SMARCA2 act	NPR1 activator	hgDAF-12 ag	hcDAF-12 act	DAX1 inh-1	PG9 Ab binder
1	CCOC(=O)c1ccc(S(=O)(=O)N2CCC(C(=O)NCC3CCCCC3)CC2)cc1	-19	-1.6	-2	-0.7	2.2	1	5	1.5	1.6	0.4	3.4
2	CCCc1cc(=O)oc2cc(OCC(=O)Nc3ccc4c(c3)OCCO4)ccc12	-15	-1.0	-5	-0.6	-1.1	-5	-2	2.4	-2.3	-0.4	2.5
3	COc1ccc([N+](=O)[O-])cc1N(CC(=O)N1CCCCC1)S(C)(=O)=O	-5	-0.5	-2	0.8	0.4	0	1	-1.2	1.3	0.5	-1.6
4	CN(CCN1CCOCC1)Cc1nc(-c2cccs2)no1	-1	-1.0	2	1.8	0.5	1	1	2.0	1.1	0.9	-1.6
5	O=C(c1cccnc1)c1cccnc1	-7	-1.3	-3	2.5	-1.7	-1	3	-0.5	0.5	-0.5	-0.6
6	Cc1ccccc1OCC(=O)Nc1ccc(S(=O)(=O)Nc2onc(C)c2C)cc1	-12	-1.4	4	-1.1	1.7	-2	2	-2.3	-0.4	0.5	-2.8
7	O=C(c1ccco1)N1N=C(c2ccc(Cl)cc2)CC1c1ccco1 (stereo not given)	2	-1.1	4	0.6	2.1	-2	9	-1.7	-0.8	-0.2	0.1
8	O=C(Nc1ccccn1)c1cccc(S(=O)(=O)N2CCOCC2)c1	6	-1.0	1	1.5	-0.7	1	4	-0.5	-0.7	0.7	-1.5
9	CCOc1ccc(S(=O)(=O)N2CCC(c3ccccc3)CC2)cc1C(=O)O	-11	-1.0	0	-1.5	0.0	-1	1	-2.2	-0.8	0.3	-0.6
10	COc1cc(C(=O)NC(=S)Nc2nc(-c3ccc(F)cc3)cs2)cc(OC)c1OC	-8	-1.2	-3	-0.6	-0.6	-1	0	-0.4	1.3	0.9	-1.9
11	COCN(C#N)c1nc(OC)nc(OC)n1	0	-0.3	1	1.2	2.5	-1	-1	-1.8	4.3	0.4	0.8
12	CCOc1ccc(NC(=O)CN2C(=O)NC(CCc3ccccc3)C2=O)cc1OCC (stereo not given)	-1	-0.4	-2	-1.2	-0.5	1	-2	4.5	-1.2	-1.1	0.6
13	CC(C)N(c1ccccc1)c1ccc(NC(=S)NCCN(C)C)cc1	-19	-1.3	-8	0.2	0.1	-3	-1	1.2	-2.2	-1.2	-0.8
14	CCC1(c2ccccc2)NC(=O)N(CC(=O)N2CCc3ccccc32)C1=O (stereo not given)	-8	-0.1	-4	1.2	-1.0	-2	0	-0.1	1.1	-1.0	-0.5
15	O=C(Nc1cccc(S(=O)(=O)N2CCCC2)c1)c1ccc2ccccc2n1	2	-2.2	-3	-1.6	1.6	-3	3	-2.1	-3.0	-3.0	-0.6
16	O=C(CN(C(=O)CCC(=O)Nc1nccs1)c1ccc(F)cc1)NCC1CCCO1 (stereo not given)	-5	-0.9	-4	0.5	-0.5	-2	2	-1.6	0.7	0.1	-1.0
17	COc1cc(NC2c3ccccc3C(=O)N2Cc2ccccc2)cc(OC)c1OC (stereo not given)	4	-0.9	-3	1.4	6.2	-5	-23	1.3	-0.5	0.2	-0.5
18	CCN1CCN(c2ccc(S(=O)(=O)N3CCCCC3)cc2NC(=O)Cc2c(F)cccc2Cl)CC1	0	-0.9	-5	1.1	-0.9	-1	0	2.4	0.7	0.0	-0.7
19	Cc1ccccc1-n1nc2c(c1NC(=O)C(C)C)CS(=O)(=O)C2	-3	0.0	-2	0.0	-1.4	-1	-1	3.9	-0.1	0.2	1.9
20	O=C(c1ccc(Cl)cc1)N1CCN(c2cccc3[nH]ccc23)CC1	3	-1.8	-2	0.8	2.1	-4	3	-1.9	-2.9	-0.4	-1.4
21	Cc1ccccc1-c1nnc(SCC(=O)N(C)c2c(N)n(Cc3ccccc3)c(=O)[nH]c2=O)n1C	-10	-0.6	-3	0.6	-1.6	0	4	-1.2	-1.1	-0.4	0.5
22	Nc1cc(Cl)ccc1C(=O)OCC(=O)NCc1cccs1	i	-0.4	-244	-0.1	2.3	0	1	5.3	1.5	0.0	2.3
23	O=C(Cc1csc(NC(=O)c2ccccc2)n1)NO	-5	-1.4	-2	-1.1	3.9	-1	0	2.6	0.3	-0.7	0.7
24	COc1cc(NC(=O)c2cccs2)c(C(=O)OCC(=O)c2cc(C)n(-c3ccccc3)c2C)cc1OC	0	-3.2	1	-2.2	-11	-11	2	-17	-5.8	-1.9	2.3
25	CC(C)CC(=O)CC1(O)C(=O)Nc2ccccc21 (stereo not given)	2	-1.8	0	0.1	-1.1	0	5	-2.4	-0.9	1.1	-1.4

# Structural class, the entries above with a Cl atom
cpd	smiles	ADAM10 inh	ssDAF12 agonist	ADAM17 inh	DAX1 inh-2	GAA850 FXN act	SMARCA2 act	NPR1 activator	hgDAF-12 ag	hcDAF-12 act	DAX1 inh-1	PG9 Ab binder
7	O=C(c1ccco1)N1N=C(c2ccc(Cl)cc2)CC1c1ccco1 (stereo not given)	2	-1.1	4	0.6	2.1	-2	9	-1.7	-0.8	-0.2	0.1
18	CCN1CCN(c2ccc(S(=O)(=O)N3CCCCC3)cc2NC(=O)Cc2c(F)cccc2Cl)CC1	0	-0.9	-5	1.1	-0.9	-1	0	2.4	0.7	0.0	-0.7
20	O=C(c1ccc(Cl)cc1)N1CCN(c2cccc3[nH]ccc23)CC1	3	-1.8	-2	0.8	2.1	-4	3	-1.9	-2.9	-0.4	-1.4
22	Nc1cc(Cl)ccc1C(=O)OCC(=O)NCc1cccs1	i	-0.4	-244	-0.1	2.3	0	1	5.3	1.5	0.0	2.3

# (next part)
cpd	smiles	ADAM10 inh	ssDAF12 agonist	ADAM17 inh	DAX1 inh-2	GAA850 FXN act	SMARCA2 act	NPR1 activator	hgDAF-12 ag	hcDAF-12 act	DAX1 inh-1	PG9 Ab binder
26	Cc1cccn2c(CNCCCOc3cccnc3)c(C(=O)N3CCOCC3)nc12	-3	-0.5	-4	3.1	-0.5	-1	-5	-0.5	-0.5	0.3	0.9
27	COc1cccc(CNC(=O)Cn2nc(-c3ccc(Cl)cc3)ccc2=O)c1	-4	-0.9	-7	1.8	2.7	-1	-2	-0.8	0.1	-0.5	2.5
28	O=C(COC(=O)Cc1ccccc1F)Nc1ccc2c(c1)OCO2	1	-1.9	-2	0.2	1.7	-1	1	1.6	0.0	0.0	-0.4
29	COc1ccc(C2C(CC(=O)O)=C(O)C(=O)N2c2ccccc2)cc1 (stereo not given)	1	0.0	-8	1.5	2.8	0	1	-0.7	0.6	0.2	-1.3
30	Cc1ccc(-c2nnc(SCC(=O)Nc3ccc(-c4nc5ccc(C)cc5s4)cc3)n2Cc2ccco2)cc1	-76	-0.9	-22	/	/	3	1	11*	-1.2	-1.3	/
31	CN1CCCCC(NC(=O)c2cccs2)C1=O (stereo not given)	-6	-1.0	-2	/	/	1	-1	-0.9	-1.6	0.2	-0.6
32	CCOc1ccc(-c2cc(CCCC(=O)NCc3ccco3)no2)cc1	-6	-2.6	-3	-2.1	-9.6	-3	2	-6.9	-4.6	-3.0	-0.8
33	CCN(CC(=O)Nc1ccc(NC(C)=O)cc1)C(=O)CN1C(=O)NC(C)(c2ccc3ccccc3c2)C1=O (stereo not given)	-2	-1.0	-2	-0.5	3.0	-1	-1	0.4	-0.4	0.1	-0.3
34	O=C1CCCN1c1ccc(S(=O)(=O)NCc2ccc(F)cc2)cc1	0	-1.2	-2	0.1	-1.4	1	0	-1.3	-1.7	-0.5	-1.6
35	O=C(c1cc(Cl)nc2ccccc12)N1CCN(S(=O)(=O)c2ccccc2[N+](=O)[O-])CC1	-5	-0.6	-2	0.8	-0.4	0	-2	-1.5	1.5	-0.3	-2.0
36	CCOC(=O)C1CCCN(C(=O)c2cccc(S(=O)(=O)N(C)c3ccc(OC)cc3)c2)C1 (stereo not given)	1	-1.1	-1	1.1	0.1	-1	-3	3.2	-0.2	0.1	-1.0
37	Cc1ccccc1OCC(=O)Nc1ccc2c(c1)C(=O)c1ccccc1C2=O	0	-1.3	1	1.2	5.2	2	-1	1.7	3.2	-0.3	25*
38	COC(=O)CSC(=S)N1C(C)CCCC1C (stereo not given)	2	-1.0	-2	-0.5	0.1	-1	1	-1.2	1.2	0.7	-3.2
39	COc1cccc(/C=C2\SC(=S)N(CCCC(=O)Nc3ccc(C(=O)O)cc3)C2=O)c1	-7	-0.9	2	0.7	-5.5	-3	-1	0.9	-0.8	1.2	-4.2
40	CCc1ccc(/C=N/NC(=O)c2cc(C3CC3)nc3ccccc23)s1	12	-1.3	3	-2.6	-1.4	-4	-4	2.1	-1.5	-2.2	-2.0
41	CCCCN(CC)C(=S)Nc1ccc2nc3n(c(=O)c2c1)CCCCC3	-126	-1.7	-43	-0.1	-1.0	-4	1	0.6	-1.8	0.0	-0.6
42	O=NN(Cc1cccnc1)C(=O)NC1CCCCC1	-18	-0.8	-6	/	/	-1	4	-1.7	1.4	0.1	0.1
43	NC(=O)CSc1nnc(C2CC2)n1Cc1ccccc1	4	-1.1	-1	2.0	-1.3	0	7	-0.5	-1.9	-0.6	-1.1

# Down the list, quoted from above:
# Nos. 30–34 in DAX1 inh-2: /, /, -2.1, -0.5, 0.1
# Nos. 30–34 in ADAM10 inh: -76, -6, -6, -2, 0

# In the list so far, these contain an NH in an aromatic ring:
cpd	smiles	ADAM10 inh	ssDAF12 agonist	ADAM17 inh	DAX1 inh-2	GAA850 FXN act	SMARCA2 act	NPR1 activator	hgDAF-12 ag	hcDAF-12 act	DAX1 inh-1	PG9 Ab binder
20	O=C(c1ccc(Cl)cc1)N1CCN(c2cccc3[nH]ccc23)CC1	3	-1.8	-2	0.8	2.1	-4	3	-1.9	-2.9	-0.4	-1.4
21	Cc1ccccc1-c1nnc(SCC(=O)N(C)c2c(N)n(Cc3ccccc3)c(=O)[nH]c2=O)n1C	-10	-0.6	-3	0.6	-1.6	0	4	-1.2	-1.1	-0.4	0.5

# Compound activity: PubChem, several laboratories
